From PubChem BioAssay
Shn3 3UTR inh: inhibitors of Schnurri-3 3'UTR reporter in osteoblasts; Clone20 osteoblast Shn3 3'UTR firefly luciferase, 24 h; inhibition, % at 12.5 µM; AID 588674; actives 0.52% (n = 360,000);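 active means mean inhibition of at least 75% with every replicate also reaching 75%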;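 further: 0% = median of neutral control wells and 100% = pilot-screen positive control compound; some compounds past the cut are filed as inactive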
SRC3 inh: inhibitors of human steroid receptor coactivator 3 (SRC3); actives 0.17% (n = 360,000); AID 588352; inhibition, % at 3.6 µM; HEK293 GAL4-SRC3 luciferase reporter, luminescence;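 active means inhibition above a per-campaign cutoff, the mean of all compounds plus 3 SD, cut at about 60% in these data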;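 further: 0% = DMSO-treated cells and 100% = gossypol-treated cells at 36 µM; higher means less SRC3-driven luciferase light from the GAL4 reporter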
Target sequence (Q9Y6Q9 whole entry, looked up, the tested form may be a part): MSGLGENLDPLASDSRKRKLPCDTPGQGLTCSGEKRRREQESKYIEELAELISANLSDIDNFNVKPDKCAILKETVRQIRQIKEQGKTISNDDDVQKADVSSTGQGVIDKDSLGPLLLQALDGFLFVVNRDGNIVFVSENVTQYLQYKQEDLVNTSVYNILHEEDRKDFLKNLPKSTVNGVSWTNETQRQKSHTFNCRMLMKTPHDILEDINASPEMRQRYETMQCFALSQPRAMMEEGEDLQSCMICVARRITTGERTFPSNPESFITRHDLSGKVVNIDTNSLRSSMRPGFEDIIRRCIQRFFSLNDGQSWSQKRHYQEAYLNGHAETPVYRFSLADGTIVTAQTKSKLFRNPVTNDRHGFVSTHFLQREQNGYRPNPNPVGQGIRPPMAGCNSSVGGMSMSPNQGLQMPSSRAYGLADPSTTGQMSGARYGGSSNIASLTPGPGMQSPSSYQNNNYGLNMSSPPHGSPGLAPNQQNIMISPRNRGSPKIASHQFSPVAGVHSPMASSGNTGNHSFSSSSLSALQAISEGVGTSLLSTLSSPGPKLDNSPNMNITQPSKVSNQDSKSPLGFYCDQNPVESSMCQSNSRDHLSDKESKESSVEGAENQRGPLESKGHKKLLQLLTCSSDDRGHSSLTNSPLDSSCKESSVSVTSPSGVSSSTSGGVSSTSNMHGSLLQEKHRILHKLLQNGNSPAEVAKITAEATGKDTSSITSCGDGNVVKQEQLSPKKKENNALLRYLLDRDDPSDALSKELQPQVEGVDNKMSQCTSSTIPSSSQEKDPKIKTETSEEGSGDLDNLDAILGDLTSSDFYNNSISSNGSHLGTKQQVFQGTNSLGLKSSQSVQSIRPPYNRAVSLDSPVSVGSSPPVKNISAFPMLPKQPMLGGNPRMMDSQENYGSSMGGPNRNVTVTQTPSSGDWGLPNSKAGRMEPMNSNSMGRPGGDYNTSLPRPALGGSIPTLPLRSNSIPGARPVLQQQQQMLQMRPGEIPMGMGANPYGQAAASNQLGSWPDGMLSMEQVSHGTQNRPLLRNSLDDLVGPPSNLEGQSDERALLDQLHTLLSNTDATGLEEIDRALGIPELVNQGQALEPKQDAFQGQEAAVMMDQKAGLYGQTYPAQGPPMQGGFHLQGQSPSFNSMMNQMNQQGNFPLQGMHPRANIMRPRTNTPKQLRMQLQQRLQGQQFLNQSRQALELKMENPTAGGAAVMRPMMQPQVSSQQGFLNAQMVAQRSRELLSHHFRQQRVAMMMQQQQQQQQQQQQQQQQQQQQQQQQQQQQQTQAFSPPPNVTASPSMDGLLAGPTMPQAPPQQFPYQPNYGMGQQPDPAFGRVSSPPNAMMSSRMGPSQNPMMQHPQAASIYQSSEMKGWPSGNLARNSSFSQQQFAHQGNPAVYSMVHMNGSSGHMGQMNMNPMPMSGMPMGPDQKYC
LMP1 NFkB inh: Epstein-Barr LMP1 NF-kappaB reporter inhibition. LMP1-induced NF-kappaB luciferase reporter cells, luminescence. inhibition, % at 12.5 µM. actives 0.69% (n = 350,000). AID 504558; in the data active means inhibition above about 41%;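 further: 0% = neutral control wells and 100% = reference inhibitor control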
COUP-TFII inh: NR2F2 (human) inhibition, primary screen | HEK293T NGFI-A luciferase reporter, luminescence | actives 0.7% (n = 370,000) | inhibition, % at 8.6 µM;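 active means inhibition above a per-plate cutoff, mean inhibition of test wells between control levels plus 3 SD, cut at about 38% in these data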;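 further: cells cotransfected with COUP-TFII expression vector driving the NGFI-A reporter; 0% = median of COUP-TF2 test wells and 100% = reporter-only cells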
TWEAK-Fn14 inh: blocks TWEAK-Fn14 interaction in a reporter cell assay | TWEAK-stimulated Fn14 reporter cells, luciferase luminescence, 8 h | inhibition, % at 10 µM | actives 2% (n = 360,000) | AID 1159606; in the data active means inhibition above about 50%
NCOA1 inh: inhibits human SRC1 coactivator | Q15788 | HEK293 GAL4-SRC1 luciferase reporter, luminescence | inhibition, % at 3.6 µM | actives 0.12% (n = 360,000) | AID 588354;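 active means inhibition above the campaign mean plus 3 SD, with each screening campaign given its own cutoff, cut at about 60% in these data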;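 further: 0% = DMSO treated cells and 100% = gossypol at 36 µM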
KKLEB tox: CF airway cell cytotoxicity counter-screen; KKLEB CF airway cells viability, ATPlite luminescence, overnight; hits give low values; cells stimulated with P. aeruginosa culture filtrate; activity change (cytotoxicity), % at 5 µM; actives 0.36% (n = 360,000); AID 602141;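 active means corrected activity change at or below -50% at 5 µM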
CF NFkB inh: blocks PAF-induced NF-kB reporter in cystic fibrosis cells; KKLEB NF-kB-GFP reporter, GFP fluorescence overnight; inhibition, % at 5 µM; AID 588850; actives 0.86% (n = 360,000);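 active means at least 50% inhibition at 5 µM, scaled per plate between neutral and stimulator controls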;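 further: PAF is a Pseudomonas aeruginosa culture filtrate used as stimulus; plate controls were PAF-stimulated DMSO wells for no effect and unstimulated DMSO wells for full effect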
TROY signal inh: blocks TROY-dependent signaling in reporter cells; actives 0.98% (n = 360,000); AID 1347056; Q293 LMP1-TROYcd NF-kB luciferase reporter, 4 h; inhibition, % at 10 µM;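 active means compounds whose plate-normalised and pattern-corrected inhibition of the luciferase reporter signal at the single screening dose is 50% or more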
C8 TRAIL sens: sensitizes caspase-8 expressing cells to TRAIL. NB7+C8 cells + TRAIL, ATPlite viability luminescence. inhibition (viability loss, TRAIL sensitization), % at 10 µM. actives 1% (n = 360,000). AID 624354;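 active means compounds causing at least 50% loss of cell viability in the single-dose screen, relative to plate controls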
NR5A2 inv ag: inverse agonists of human LRH-1 (NR5A2); HEK293T StAR-luciferase reporter, LRH-1 transfected, 24 h; inhibition, % at 3.6 µM; actives 0.13% (n = 360,000);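 active means inhibition above the mean inhibition of all tested compounds plus 3 SD, cut at about 73% in these data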;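 further: 0% = DMSO wells and 100% = reporter-only cells lacking LRH-1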
Starred values were filed as active, the others as inactive; / = no result given; & = joins results of further samples.

Structure,Shn3 3UTR inh,SRC3 inh,LMP1 NFkB inh,COUP-TFII inh,TWEAK-Fn14 inh,NCOA1 inh,KKLEB tox,CF NFkB inh,TROY signal inh,C8 TRAIL sens,NR5A2 inv ag
CC1=CC(=O)C(C(C)=Nc2ccccc2[N+](=O)[O-])C(=O)O1 (stereo not drawn),0.4,2.8,-0.1,-5.7,8.4,-6.6,-10.1,-1.7,-3.5,0.2,-11.8
COCCCNC(=O)C(C)N1c2cccc3cccc(c23)S1(=O)=O (stereo not drawn),-1.3,4.9,-2.5,11.8,17.2,-64.4,3.0,2.1,2.3,-5.4,1.3
COc1ccc(OCC(=O)NNC(=O)Cn2c(=O)cnc3ccccc32)cc1,-13.4,6.8,6.4,-11.6,3.0,4.9,-20.8,7.9,16.1,-6.2,-7.0
CN(C)S(=O)(=O)NC(c1ccccc1)c1ccccc1,3.5,1.6,2.6,-2.0,-3.9,2.7,14.8,-16.7,-10.7,1.1,-5.4
O=S(=O)(c1ccc2c(c1)OCCO2)N1CCC(c2nc3ccccc3s2)CC1,-3.5,-1.2,9.4,-1.9,53.1*,2.6,-0.3,0.0,43.2,9.7,-4.4
CCOc1nc(Nc2ccc(OC)cc2)nc(N2CCOCC2)n1,-9.1,9.6,-3.4,-3.5,23.7,2.7,8.6,7.4,-9.3,-11.2,-9.8
Cc1cccc(OCc2nc(C#N)c(N3CC(C)CC(C)C3)o2)c1 (stereo not drawn),-5.3,6.1,15.5,0.8,-7.2,8.6,5.2,12.9,-0.8,6.5,1.8
Cc1ccc(NC(=O)COC(=O)c2nn(C)cc2Cl)cc1,6.0,2.3,-8.0,-4.3,-3.3,-6.2,2.1,-7.3,-10.3,4.2,4.7
COc1ccc2c(c1)cc1n2CCN2CCCN=C12,3.3,13.8,-6.5,15.6,-8.8,-5.2,-5.9,-20.0,-11.8,-3.3,4.8
COC(=O)c1sccc1N/N=C/c1ccc(OC)c(OC)c1OC,-68.4,-34.8,-8.6,-23.6,-54.1,-50.4,-3.2,4.4,-57.5,7.0,-88.0
Cc1nnc(SCC(=O)N(CC(C)C)c2c(N)n(CC(C)C)c(=O)[nH]c2=O)n1-c1ccccc1,-0.7,10.6,15.7,-8.5,-16.4,6.2,5.4,15.2,-0.9,-3.9,-17.9
CC1(C)C2CCC(CN=C(N)CSS(=O)(=O)O)C1C2 (stereo not drawn),-22.8,-6.8,-14.2,-23.6,0.7,-17.4,23.8,-9.2,-8.3,-4.2,33.6
Cc1cc(S(=O)(=O)N2CCCC(N(C)CCc3ccccn3)C2)c(C)cc1Cl (stereo not drawn),12.1,0.5,2.1,6.3,8.0,-15.1,-0.6,14.4,17.1,7.4,-22.7
Cc1cccc(NC(=O)CSc2nnc(-c3ccccc3Br)o2)c1C,-5.0,4.1,-6.3,19.6,3.2,-0.9,5.9,5.7,-14.4,-6.8,-1.6
O=C(NCCc1ccccc1)C1CCN(Cc2ccccc2F)CC1,-31.3,14.5,-3.8,3.2,-3.3,-50.9,4.0,-9.9,-11.4,-4.3,7.2
CC(C)C(=O)N1CCN(CCN=CC2=C(O)CC(c3ccco3)CC2=O)CC1 (stereo not drawn),-10.6&6.5,-5.5&7.8,-5.3&-1.8,7.8&9.7,-5.4&-0.6,5.2&12.4,-8.4&5.9,13.9&-2.3,2.9&-5.7,-19.7&1.3,-18.7&9.4
CC(C)Cc1ccc(S(=O)(=O)Nc2ccccn2)cc1,12.4,12.2,0.3,-1.9,-10.7,-4.6,1.9,-19.5,10.0,15.7,10.5
Cc1noc(/C=C/N(C)C)c1S(=O)(=O)N(C)Cc1ccc(F)cc1,-4.1,-10.3,4.3,-2.4,5.3,-13.7,-5.4,2.1,3.6,-6.0,2.4
COC(CNC(=O)C1CCC(CNS(=O)(=O)c2c(C)cc(C)cc2C)CC1)OC (stereo not drawn),11.1,5.1,2.4,-22.0,14.3,5.1,-9.5,11.0,3.1,14.3,-11.7
O=C(N/N=C/c1ccco1)c1ccc(OCc2ccccc2)cc1,-4.8,4.0,8.7,-15.5,8.9,-0.9,1.3,8.6,-6.5,9.1,2.3
O=C(NC(=S)Nc1ccccc1O)c1ccccc1Cl,-65.8,-51.3,-13.9,-28.1,-13.6,-56.0,7.6,-22.2,-10.3,22.6,-70.8
COCCCN1C(=O)c2ccc(C(=O)Nc3ccccc3OC)cc2C1=O,-19.5,-3.6,3.4,-17.2,3.5,10.3,-2.9,5.3,-3.4,1.7,5.5
Nc1nc(SCC(=O)NCCC(c2ccccc2)c2ccccc2)n[nH]1,-5.9,25.4,-2.5,17.3,/,-11.5,/,/,/,/,-8.6
Cc1ccc(NC(=O)N2CCCC2C(=O)NCC2CCCO2)cc1 (stereo not drawn),-6.6,6.0,2.1,14.5,-3.9,5.3,16.0,6.5,-51.0,2.8,-3.4
COc1ccc(CCNC(=O)c2ccccc2-c2ccccc2C(=O)O)cc1OC,-26.5,4.2,2.9,16.6,5.0,12.4,7.6,-1.5,-8.0,2.5,2.3
O=C(O)c1ccccc1-c1ccccc1C(=O)Nc1ccccc1Br,-6.9,18.4,/,7.3,-1.4,-20.5,-3.1,1.9,-18.7,-0.8,15.6
CCOc1ccc(-c2cccc(NC(=O)c3ccco3)c2)nn1,-23.9,-34.5,-8.8,-13.5,0.3,-0.7,-4.9,-10.2,1.0,12.4,-4.3
CCCOc1cccc(NC(=O)c2c(-c3ccccc3)noc2C)c1,2.8,19.0,-11.8,7.2,-3.6,-4.7,-7.4,12.5,1.4,7.6,26.1
O=C(/C=C/c1ccco1)NCC(=O)N/N=C/c1ccccc1[N+](=O)[O-],-3.5,2.3,-4.1,-0.1,-17.6,5.5,3.1,-3.3,-2.6,-4.7,-10.7
C=CCn1c(SCC(=O)NC(=O)NCCC)nnc1C1CCCCC1,11.6,-25.0,-5.3,-11.0,13.6,0.5,0.6,4.7,3.8,-8.1,-24.4
Cc1ccc(NN=Nc2nc3c([nH]2)c(=O)n(C)c(=O)n3C)cc1,-20.1,-28.5,-10.5,-6.5,15.2,-42.7,14.2,-1.6,-5.5,11.4,-26.9
COc1ccccc1NC(=O)COc1ccc(-c2nn(C)c(=O)c3ccccc23)cc1,65.0,-4.0,12.6,-6.6,41.3,-9.8,5.3,-18.1,23.6,3.7,-5.7
CN1CCN(c2ccccc2NC(=O)c2ccc(-c3ccccc3[N+](=O)[O-])o2)CC1,12.5,1.0,1.9,9.7,7.0,4.0,-18.5,-27.8,-17.1,-8.1,26.9
CCN=C1SC(CC(=O)Nc2ccc3c(c2)OCO3)C(=O)N1CC (stereo not drawn),-6.7,-1.8,5.7,1.3,-14.3,-0.4,-2.6,-9.2,24.5,-4.8,6.8
COc1ccc(CC(=O)NCc2n[nH]c(=S)n2-c2ccccc2)cc1,16.4,2.1,0.5,-3.9,2.1,-6.7,7.3,0.3,12.4,21.4,-19.2
O=C(NCCN1CCC(n2c(=O)[nH]c3ccccc32)CC1)c1ccc(C(F)(F)F)cc1C(F)(F)F,/,/,/,43.9*,31.5,/,/,/,19.6,2.6,35.3
CCOC(=O)c1ccc(OCC2NCCc3cc(OC)c(OC)cc32)cc1 (stereo not drawn),15.4,11.4,-5.2,0.9,-4.5,-13.9,-4.3,21.3,-5.4,-14.7,-6.3
Cc1nnsc1-c1nnc(SCC(=O)c2ccc(F)cc2)n1C1CC1,2.2,16.7,-1.2,2.9,-1.4,7.1,14.3,-8.6,-9.7,-3.9,-3.6
CCOC(=O)C1CCCN(c2cc(=O)n(C3CCCCC3)c(=O)[nH]2)C1 (stereo not drawn),11.9,8.9,1.1,10.4,-1.1,10.7,-6.8,-1.4,-2.6,-4.1,-19.7
Fc1ccccc1-c1csc(=Nc2cccnc2)n1CC1CCCO1 (stereo not drawn),-34.6,14.9,-3.0,-3.3,17.1,-9.4,10.8,-19.3,-8.2,4.5,20.3
CCc1ccc(NC(=O)N(Cc2ccco2)C(C)c2cccs2)cc1 (stereo not drawn),-22.1,13.8,5.4,4.0,7.5,7.9,9.5,-4.9,-36.1,-12.8,9.3
Cc1nc(NC(=O)C2CC2)sc1C(=O)Nc1cccc(Cl)c1,4.1,4.4,-31.1,0.0,1.8,8.4,-8.9,10.2,-7.1,6.0,11.9
O=C(c1ccc(Cl)cc1Cl)N1CCOCC1,-3.3,7.2,2.0,-16.6,-17.0,-8.8,5.1,10.8,-1.4,2.6,6.6
CCNC(=O)NC(=O)CSc1ccc(S(=O)(=O)N(C)C2CCCCC2)cn1,13.2,-2.3,10.9,14.0,1.0,1.9,0.6,13.5,-19.9,7.1,0.2
CCCc1cc(=O)[nH]c(SCC(=O)Nc2ccc(C)c(S(=O)(=O)N3CCCCC3)c2)n1,11.4,-0.1,-5.7,-8.8,7.4,4.9,-1.9,29.5,7.4,-3.9,13.0
COc1ccc(C(=O)C2CCCN(C(=O)c3n[nH]c4c3CCCC4)C2)cc1OC (stereo not drawn),28.7,5.7,6.2,2.2,2.5,-16.2,-18.8,18.6,2.4,-0.9,1.4
O=C(Cn1cccc1C(=O)c1ccccc1)NCCCc1ccccc1,0.6,0.4,-2.2,-5.4,0.8,9.2,-14.0,-11.5,-8.2,-1.8,6.8

The list is partial. The share of hits here may be higher or lower than overall.
